S3 lipid droplet = qHTS Assay for Lipid Storage Modulators in Drosophila S3 Cells. Drosophila S3 cells, BODIPY lipid droplet fluorescence, 18-24 h; cells fed with added oleic acid. Potency in µM for hits, for the others lipid storage change, negative = inhibition, % at the top dose, mostly 46.1 µM. 320,000 tested, 0.64% active; active = well fitted inhibition curve with a large enough effect in the signal ratio, with a control signal flat, not every such curve was filed as active; inconclusive = small, poorly fitted or top-dose-only effect, or effect the other way, or a change in a side signal; the % refers to the signal ratio
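Laser-scanning cytometry quantifies lipid droplet accumulation (500–530 nm total intensity; droplet/cell object ratio) in oleic acid-fed (400 uM added) Drosophila S3 cells treated with a concentration series. 20 uM Triacsin C defined 100% inhibition.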
S3 lipid droplet cell count max = also measured in S3 lipid droplet; calls as there; cell number change, %; measured here: cell count max response;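 cells counted by Cell Tracker Red CMTPX staining in the red channel; peak over a dose series mostly up to 46.1 µM; percent activity relative to internal control wells on each plate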
An asterisk follows results filed as active; i = inactive; ? = inconclusive; . = no result given. % is set by controls: 0 for no effect and ±100 for the full control effect; potency is the fitted concentration of half-maximal effect. These rows are one share of the data; the hit share may differ from the screen's.

S3 lipid droplet,S3 lipid droplet cell count max,Molecule
?,.,CC(C)OC(=O)C1Cc2ccccc2CN1S(=O)(=O)c1cccs1 (stereo unspecified)
i,.,CCOC(=O)c1ccc(NC(=O)N2CCN(CCc3ccccc3)CC2)cc1
?,.,CCOC(=O)C1CCCN(CC(=O)/C=C2/N(C)c3ccccc3C2(C)C)C1 (stereo unspecified)
-1%,0,Cc1ccc(C)c(OCC(=O)Nc2ccc(S(=O)(=O)Nc3ccccn3)cc2)c1
9%,0,COc1ccccc1OCC(=O)Nc1cc(Cl)ccc1Oc1ccccc1
?,.,c1ccc(Nc2ncnc3c2oc2ccccc23)cc1
?,.,Cc1cccc(NC(=O)[C@H](NC(=O)[C@@H]2Cc3ccccc3CN2)c2ccccc2)c1
9%,-7,COc1ccccc1-n1cnnc1SC(C)C(=O)NCC1CCCO1 (stereo unspecified)
i,-4,CC(C)c1ccc(C(=O)OC2CCOC2=O)cc1 (stereo unspecified)
-3%,13,Cc1cccc(OCc2nc(C#N)c(N3CC(C)CC(C)C3)o2)c1 (stereo unspecified)
?,.,O=C1CC(N2CCOCC2)C(=O)N1CCc1ccccc1 (stereo unspecified)
?,.,COc1ccccc1OCC(=O)NCCC1=CCCCC1
i,.,COc1ccc(CN2C(=O)NC3(CCCC3)C2=O)cc1F
?,.,CCOc1ccc(-n2c(=O)[nH]c3sc4c(c3c2=O)CCCC4)cc1
?,.,CCOc1ccc(C2C3=C(Nc4nc(N)[nH]c(=O)c42)c2ccccc2C3=O)cc1 (stereo unspecified)
-12%,4,Cc1cc(-c2ccc(Cl)cc2)n2ncnc2n1
i,-10,C/C(=N\NC(=O)Cc1c(F)cccc1Cl)c1cccnc1
6%,13,O=C(NCC1CCCO1)c1ccccc1-c1nc(-c2ccccc2Cl)no1 (stereo unspecified)
i,.,COc1cc(C2c3c(oc4ccccc4c3=O)C(=O)N2Cc2cccnc2)cc(OC)c1OC (stereo unspecified)
-1%,-4,O=C(NCCOc1ccccc1)c1cc(C(=O)NCCOc2ccccc2)cc([N+](=O)[O-])c1
6%,-2,O=C(COc1ccc(Cl)cc1)OCC(=O)c1ccc[nH]1
?,.,COc1ccc(/C=C2/CCc3ccccc3C2=O)cc1OC
-18%,-11,COc1ccc(-c2nnc(SCC(=O)NCc3cccs3)n2C)cc1
?,.,CC(=O)c1cccc(NC(=O)/C(=C/c2ccncc2)NC(=O)c2ccccc2)c1
?,.,O=C(Cn1cncn1)N/N=C/c1ccccc1Cl
?,.,CN1CCN(C(=S)c2cn(Cc3ccc(F)cc3)c3ccccc23)CC1
?,.,COc1cccc(CCC(=O)O)c1OC
?,.,CCN(C(=O)COC(=O)c1cc(-c2ccccc2)nc2c1c(C)nn2-c1ccc(C)cc1)C1CCS(=O)(=O)C1 (stereo unspecified)
?,.,CCC(C)Nc1c([N+](=O)[O-])cc(C)cc1[N+](=O)[O-] (stereo unspecified)
-21%,-7,CCc1ccc(Oc2coc3cc(OC(=O)c4cc5ccccc5oc4=O)ccc3c2=O)cc1
?,.,CN(C)c1ccc(/C=N/NC(=O)Cn2nnc3ccccc32)cc1
-3%,.,CC(=O)NC(CCS(C)(=O)=O)C(=O)Nc1ccc(F)cc1Cl (stereo unspecified)
24%,.,Cc1ccc(C(C)C)c(OCc2nnc(SCC(=O)Nc3ncc(C)s3)n2C)c1
-1%,-16,CC1Cc2ccccc2N1C(=O)CSc1nnc(Cn2nnc3ccccc32)n1C (stereo unspecified)
?,.,CC1=C(C(N)=O)C(c2ccccn2)n2nc(SCc3ccccc3)nc2N1 (stereo unspecified)
?,.,Cc1cc(C)cc(Oc2nc3c(C)cccn3c(=O)c2/C=C(\C#N)C(=O)NC2CCS(=O)(=O)C2)c1 (stereo unspecified)
-2%,0,Cc1[nH]n(-c2ccccc2)c(=O)c1C(c1cccc([N+](=O)[O-])c1O)c1c(C)[nH]n(-c2ccccc2)c1=O
i,-8,O=C(CSc1nc2ccccc2s1)Nn1cnnc1
-3%,4,CCn1c(SCC(=O)NC(C)(C)C)nnc1-c1ccoc1C
8.2µM*,1.9*,Cc1cc(-n2c(C)cc(C(=O)COc3cc(F)ccc3[N+](=O)[O-])c2C)no1
?,.,Cn1cc(S(=O)(=O)N2CCOCC2)cc1C(=O)NCCc1ccccc1
?,.,O=C(NNc1ccc([N+](=O)[O-])cc1)Nc1ccccc1
0%,8,CC(C)c1ccc(C(=O)Nc2ccc(N3CCOCC3)cc2)cc1
?,.,CCCN1CCc2c(sc(NC(=O)c3ccc(S(=O)(=O)N4CCCC4)cc3)c2C(N)=O)C1
?,.,Cc1cc(SCC(=O)NCCN2C(=O)CSC2=O)nc2c(C)cccc12
?,.,COc1ccccc1Cc1nc2ccccc2n1S(=O)(=O)c1ccc(Cl)cc1
?,.,CC(=O)N1CCc2cc(S(=O)(=O)CCC(=O)NCc3ccco3)ccc21
-4%,-23,O=C(O)CCCCCNCc1ccncc1
?,.,Cc1ccc2nc(NC(=O)c3ccc(Cl)s3)sc2c1
?,.,COc1ccc(C(CNC(=O)c2ccc(S(=O)(=O)Nc3ccc(F)cc3)cc2)N(C)C)cc1 (stereo unspecified)

In a second layout: entries from further up.
Below each compound – S3 lipid droplet	S3 lipid droplet cell count max
> CN(C)c1ccc(/C=N/NC(=O)Cn2nnc3ccccc32)cc1
  ?	.
> CC(=O)NC(CCS(C)(=O)=O)C(=O)Nc1ccc(F)cc1Cl (stereo unspecified)
  -3%	.
> Cc1ccc(C(C)C)c(OCc2nnc(SCC(=O)Nc3ncc(C)s3)n2C)c1
  24%	.
> CC1Cc2ccccc2N1C(=O)CSc1nnc(Cn2nnc3ccccc32)n1C (stereo unspecified)
  -1%	-16
> CC1=C(C(N)=O)C(c2ccccn2)n2nc(SCc3ccccc3)nc2N1 (stereo unspecified)
  ?	.
> Cc1cc(C)cc(Oc2nc3c(C)cccn3c(=O)c2/C=C(\C#N)C(=O)NC2CCS(=O)(=O)C2)c1 (stereo unspecified)
  ?	.
> Cc1[nH]n(-c2ccccc2)c(=O)c1C(c1cccc([N+](=O)[O-])c1O)c1c(C)[nH]n(-c2ccccc2)c1=O
  -2%	0
> O=C(CSc1nc2ccccc2s1)Nn1cnnc1
  i	-8
> CCn1c(SCC(=O)NC(C)(C)C)nnc1-c1ccoc1C
  -3%	4
> Cc1cc(-n2c(C)cc(C(=O)COc3cc(F)ccc3[N+](=O)[O-])c2C)no1
  8.2µM*	1.9*
> Cn1cc(S(=O)(=O)N2CCOCC2)cc1C(=O)NCCc1ccccc1
  ?	.
> O=C(NNc1ccc([N+](=O)[O-])cc1)Nc1ccccc1
  ?	.
> CC(C)c1ccc(C(=O)Nc2ccc(N3CCOCC3)cc2)cc1
  0%	8
> CCCN1CCc2c(sc(NC(=O)c3ccc(S(=O)(=O)N4CCCC4)cc3)c2C(N)=O)C1
  ?	.
> Cc1cc(SCC(=O)NCCN2C(=O)CSC2=O)nc2c(C)cccc12
  ?	.
> COc1ccccc1Cc1nc2ccccc2n1S(=O)(=O)c1ccc(Cl)cc1
  ?	.
> CC(=O)N1CCc2cc(S(=O)(=O)CCC(=O)NCc3ccco3)ccc21
  ?	.
> O=C(O)CCCCCNCc1ccncc1
  -4%	-23
> Cc1ccc2nc(NC(=O)c3ccc(Cl)s3)sc2c1
  ?	.
> COc1ccc(C(CNC(=O)c2ccc(S(=O)(=O)Nc3ccc(F)cc3)cc2)N(C)C)cc1 (stereo unspecified)
  ?	.

Other structures.
S3 lipid droplet,S3 lipid droplet cell count max,Molecule
2%,0,c1ccc(C2=Nc3cccc4cccc(c34)N2)cc1
?,.,O=C1OC2(c3ccccc31)c1cc(I)c(O)c(I)c1Oc1c2cc(I)c(O)c1I
?,.,COc1cc(/C=C2/C(=N)N3OC(C)=CC3=NC2=O)ccc1OCCOc1ccc(C)cc1
0%,8,COc1ccc(C(=O)Nc2ccc(-n3nncc3C(C)(C)C)cc2)cc1
?,.,COc1ccc(-c2nn(-c3ccccc3)cc2/C=C/C(=O)N2CCN(c3ccccn3)CC2)cc1
6%,5,Cc1cccc(OCC(O)CN2CCN(S(=O)(=O)c3ccc(C)cc3C)CC2)c1 (stereo unspecified)
?,.,O=C(NC1CC2CCCC(C1)N2C(=O)Nc1ccccc1F)C1CC1 (stereo unspecified)
?,.,O=C(CNC(=O)c1ccc(F)cc1)N/N=C/c1cc(Br)ccc1OCc1ccccc1
6%,-11,Cc1cccc(N2CC(C(=O)Nc3ccc(S(=O)(=O)N4CCOCC4)cc3)CC2=O)c1 (stereo unspecified)
0%,8,COc1cc(OC)c(S(=O)(=O)Nc2ccccc2NC(=O)CN2CCOCC2)cc1NC(C)=O
?,.,CC1=C(C(=O)NC2CCCc3c2cnn3-c2ccc(F)cc2F)OCCO1 (stereo unspecified)
-21%,20,COC(=O)Oc1ccc(/C=N/NS(=O)(=O)c2ccccc2)cc1OC
-12%,-23,CN(C)S(=O)(=O)c1cccc(C(=O)NCCNC(=O)c2cccc(S(=O)(=O)N(C)C)c2)c1
i,10,CCCn1c(=O)[nH]c(=O)c2c1nc(-c1ccc(OC(F)F)cc1)n2CCN1CCOCC1
?,.,Cc1cccc(NC(=O)NCC2CCN(c3ccc(S(=O)(=O)N4CCOCC4)cc3)CC2)c1
6%,5,CC(=O)Nc1nc(-c2ccc3c(c2)CCN3S(C)(=O)=O)cs1
?,.,CCC1(c2ccccc2)NC(=O)N(CC(=O)NCC2COc3ccccc3O2)C1=O (stereo unspecified)
?,.,CC(C)c1ccc(C2C(C#N)=C(N)Oc3c2oc(CO)cc3=O)cc1 (stereo unspecified)
?,.,O=C(NC1CCCCC1)n1c(=O)oc2ccc(Cl)cc21
?,.,Cc1cc(C)cc(Nc2nc(-c3ccc(S(=O)(=O)N4CCCC4)cc3)cs2)c1
-5%,-5,COc1ccc(CC(=O)OCC(=O)Nc2ccc(N3CCOCC3)cc2)cc1
?,.,O=C(Nc1cccc([N+](=O)[O-])c1)c1cccc(C(=O)Nc2cccc([N+](=O)[O-])c2)c1
-15%,1,CCCn1c(N)c(N(CCOC)C(=O)CSc2ccccc2)c(=O)[nH]c1=O
-2%,-15,O=C(Nc1nnc(C2CC2)s1)c1ccccn1
?,.,CC1(C)CC(=O)c2cc(C(=O)N3CCCC(C)(C)C3)c(=O)n(-c3ccccc3)c2C1
?,.,CCOC(=O)c1cnc2c(C)c(Cl)ccc2c1NCCCN1CCOCC1
?,.,O=C1C(=O)c2ccccc2C(O)=C1CCCCl
i,.,Cn1c(SCC(=O)NNC(=O)Cc2ccccc2)nnc1-c1ccc(Cl)cc1
i,12,COc1ccc(NC(=O)CN2C(=O)c3cccc4cccc2c34)cc1OC
9%,-1,N/C(CC(=O)Nc1ccc(F)cc1)=N\O
?,.,Fc1ccc(/C=N/NC(=S)NCCc2ccccc2)cc1F
?,.,Cc1oc(/C=N/NC(=O)CC2(C)OCCO2)cc1Br
i,.,Cc1ccc(N2CC(C(=O)Nc3ccc4c(c3)OCO4)CC2=O)cc1 (stereo unspecified)
?,.,COCCNC(=O)CN1C(=O)COc2ccc(S(=O)(=O)N3CCCCCC3)cc21
?,.,O=C(COc1ccc2c3c(c(=O)oc2c1)CCCC3)NCc1ccncc1
?,.,COc1ccc(-c2nnc(SCC(=O)Nc3cc(F)ccc3C)o2)cc1
4%,16,O=C(N/N=C/C1CC=CCC1)c1ccc(Cl)cc1O (stereo unspecified)
?,.,CCOc1cc(C2C3=C(CCCC3=O)N(CC(=O)O)C3=C2C(=O)CCC3)ccc1OC
?,.,CCN(CC)CC(=O)Nc1c(C)cc(C(C)(C)C)cc1C
?,.,CC(C)=CC(=O)N1CCC(n2nccc2NC(=O)CCc2ccccc2)CC1
29%,.,CCCc1ccc(OCC(O)CN2CCCC2)cc1 (stereo unspecified)
?,.,O=C(Cn1cnc2c(nnn2Cc2ccc(Cl)cc2)c1=O)NCC1CCCO1 (stereo unspecified)
?,.,CCC(=O)C1CCCN(C(=O)CCc2nnc(-c3ccc(C(C)=O)s3)o2)C1 (stereo unspecified)
6%,17,O=C(NCC1CCCO1)c1ccc(CSCc2cccc(F)c2)o1 (stereo unspecified)
?,.,O=C(CSc1nc2ccccc2c(=O)n1Cc1ccccc1)NCc1ccco1
?,.,Cc1nc(SCC(=O)c2cccc([N+](=O)[O-])c2)n[nH]1
?,.,Cc1nnc(NC(=O)c2ccccc2F)s1
14%,14,O=C(N/N=C/c1cc([N+](=O)[O-])ccc1O)Nc1ccccc1
-12%,-1,Cc1cc(C)cc(SCc2noc(C(=O)NC(C)C)c2C(=O)O)c1
?,.,CCC(=O)Nc1ccc(NC(=O)CSc2nnc(C(C)C)n2C)cc1

Continued:
S3 lipid droplet,S3 lipid droplet cell count max,Molecule
15%,2,COc1ccc(CCNc2c3ccccc3nc3ccccc23)cc1OC
1%,-13,O=C(Nc1ccccc1)N1CCC(c2ccccc2)C1 (stereo unspecified)
?,.,CC(=O)Nc1ccc(S(=O)(=O)Nc2nc3ccccc3nc2Nc2ccc(N)cc2)cc1
?,.,COc1cc(NC(=O)C2CC2)c(C(=O)O)cc1OC
?,.,CCc1noc(C)c1C(=O)N1CCCC(CCC(=O)NCc2cccc(OC)c2)C1 (stereo unspecified)
26%,.,O=C(COc1ccc(F)cc1)Nc1ccc(S(=O)(=O)Nc2ncccn2)cc1
?,.,O=C(NCC(=O)N(c1cccc(F)c1)C(C(=O)NC1CCCC1)c1ccco1)c1ccco1 (stereo unspecified)

High-throughput results as filed in PubChem.
